C diff growth: blocks growth of Clostridium difficile | Clostridium difficile clinical isolate growth, OD600, 24 h; stronger effect = lower value | growth activity, negative = inhibition, % at 16 µg/mL (by protocol) | hit rate 0.25% among 86,000 | AID 1259249;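 active = mean growth activity at or below -80% and every replicate also at or below -80%; inconclusive = mean at or below -80% but some replicate above -80%; inactive = mean growth activity above -80%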;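 note: 0% = DMSO wells and -100% = levofloxacin 16 µg/mL wells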
Pf Dd2 inh: P. falciparum Dd2 growth inhibition; hit rate 2.3% among 94,000; SYBR Green, 72 h; stronger effect = lower value; AID 1159554; activity change, % at 10 µM; in the data active = activity change below about -80%; inconclusive = no clear call, values can overlap the other calls
GASC1 inh: inhibitors of human demethylase GASC-1 KDM4C; Q9H3R0; GST-KDM4C 2-372, H3K9me3 peptide, LANCE TR-FRET; inhibition, % at 12.5 µM; hit rate 0.15% among 96,000;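 active = mean replicate inhibition above about 25%, with at least 55% of replicates also reaching it, limit read from the data, passing the limit was not always enough; inconclusive = only one of those two conditions met; inactive = neither condition met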
Target sequence (Q9H3R0 2-372 limits assumed): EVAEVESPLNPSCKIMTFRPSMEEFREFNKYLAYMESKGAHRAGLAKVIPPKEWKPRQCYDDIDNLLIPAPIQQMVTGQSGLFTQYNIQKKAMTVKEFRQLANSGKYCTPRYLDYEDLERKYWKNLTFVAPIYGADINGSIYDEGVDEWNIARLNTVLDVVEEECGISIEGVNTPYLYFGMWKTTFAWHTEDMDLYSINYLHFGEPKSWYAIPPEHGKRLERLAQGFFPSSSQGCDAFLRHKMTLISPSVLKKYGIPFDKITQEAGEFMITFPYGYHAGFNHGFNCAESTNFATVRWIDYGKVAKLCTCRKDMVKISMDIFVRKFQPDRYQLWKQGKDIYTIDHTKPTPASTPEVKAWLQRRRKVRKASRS
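Material: GST-tagged GASC-1 (JMJD2C) catalytic fragment, aa 2-372. Input: enzyme final amount 10 nM. Medium: HEPES buffer, pH 7.5, plus ascorbate. Reagent: H3K9me3 peptide substrate, Fe(II), 2-oxoglutarate. Doses: single dose. Times: reaction 30 min RT, detection step 1 h RT. Measured by: LANCE TR-FRET. Evaluation: Fall in 671/618 emission ratio as inhibition.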
T cruzi growth: T. cruzi proliferation inhibition. T. cruzi beta-gal in NIH3T3, GalScreen luminescence, 90 h. hit rate 5.9% among 77,000. inhibition, % at 8.34 µM;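 active = mean inhibition above about 93%, with at least 55% of replicates each passing it, limit read from the data, passing the limit was not always enough; inconclusive = only one of those two conditions holds; inactive = neither condition holds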
* marks the source's active call; other numbers are inactive results; u = inconclusive; x = no result given; & = joins results of further samples.

SMILES	C diff growth	Pf Dd2 inh	GASC1 inh	T cruzi growth
C[C@@H]1CN([C@H](C)CO)C(=O)Cc2cc(NC(=O)NC3CCCCC3)ccc2O[C@H]1CN(C)S(=O)(=O)c1cn(C)cn1	1	-3	-0.1	4
C[C@@H]1CCCCO[C@H](CN(C)Cc2ccncc2)[C@@H](C)CN([C@H](C)CO)C(=O)c2cc(NS(=O)(=O)c3cn(C)cn3)ccc2O1	-15	42	-0.5	22
CO[C@H](CN(C)Cc1ccc(-c2ccccn2)cc1)[C@@H](C)CN(C(=O)Nc1ccc(F)cc1)[C@H](C)CO	x	-31	-1.1	90
Cc1noc(C)c1S(=O)(=O)Nc1ccc2c(c1)C(=O)N([C@@H](C)CO)C[C@H](C)[C@@H](CN(C)C(=O)C1CCCCC1)OCCCC[C@@H](C)O2	-2	-61	1.0	45
O=C(C1CCOCC1)N1C[C@@H]2[C@H](c3ccccc31)[C@@H](CO)N2C(=O)c1ccccc1	-4	14	-1.0	29
COc1ccccc1-c1ccc([C@@H]2[C@@H](CO)N3CCCCN(C(=O)CN4CCOCC4)C[C@@H]23)cc1	9	-21	0.7	114*
CO[C@H](C(=O)N(C)C[C@@H]1OCc2ccccc2-c2c(n(C)c3ccccc23)C(=O)N([C@@H](C)CO)C[C@@H]1C)c1ccccc1	2	-11	0.0	27
C[C@@H]1CCCCO[C@@H](CN(C)C(=O)CCCN(C)C)[C@H](C)CN([C@@H](C)CO)C(=O)c2cc(NC(=O)Nc3ccccc3)ccc2O1	-5	18	0.6	1
COc1ccc(NC(=O)Nc2ccc3c(c2)C(=O)N([C@H](C)CO)C[C@@H](C)[C@@H](CN(C)C(=O)Nc2ccc(OC)cc2)OCCCC[C@@H](C)O3)cc1	9	-56	-0.2	x
C[C@@H]1CN([C@H](C)CO)C(=O)c2c(c3ccccc3n2C)-c2ccccc2CO[C@H]1CN(C)Cc1cccc(F)c1	9	u	-4.0	x
Cc1noc(C)c1S(=O)(=O)Nc1ccc2c(c1)C(=O)N([C@H](C)CO)C[C@H](C)[C@@H](CN(C)Cc1ccc(C(F)(F)F)cc1)O2	0	-6	-0.3	23
CCC(=O)N1[C@@H](C#N)[C@@H](c2ccccc2-c2ccccc2)[C@@H]1CO	2	0	-1.4	x
CCCC#Cc1ccc([C@H]2[C@@H](CO)N3C(=O)CN(C(=O)c4ccccc4)C[C@@H]23)cc1	36	8	1.1	x
CCN1CC(=O)N2[C@H](C1)[C@H](c1ccc(Br)cc1)[C@@H]2CO	0	-6	-6.0	x
COc1ccc(NC(=O)N(C)C[C@H]2OCCCC[C@H](C)Oc3ccc(NS(=O)(=O)c4ccc(OC)cc4)cc3C(=O)N([C@@H](C)CO)C[C@@H]2C)cc1	-5	-61	-1.7	25
O=C(c1cccc(F)c1)N1CCCCN2[C@H](CO)[C@@H](c3ccc(-c4ccc(F)cc4)cc3)[C@H]2C1	4	31	x	80
CCC(=O)NC[C@H]1N[C@H](CO)[C@@H]1c1ccc(C2=CCCC2)cc1	-4	5	-0.3	49
COc1ccc(S(=O)(=O)N(C)C[C@H]2OCCCC[C@@H](C)Oc3ccc(NS(=O)(=O)c4ccc(Cl)cc4)cc3C(=O)N([C@H](C)CO)C[C@@H]2C)cc1	-18	-28	-2.8	x
Cc1noc(C)c1NC(=O)N[C@@H]1CC[C@H](CCNC(=O)C2CCC2)O[C@H]1CO	1	-34	-1.3	x
CCN1CC(=O)N2[C@@H](CO)[C@H](c3ccc(Br)cc3)[C@@H]2C1	-1	21	16	x
CO[C@H]1CC[C@@H]2CCOc3c(C#N)cccc3C(=O)N(C)C[C@H](OC)[C@H](C)C(=O)N(C)C[C@@H]1O2	-4&9	x	-1.6	23&34
COc1cccc(S(=O)(=O)N2CCCCN3[C@H](CO)[C@H](c4ccc(-c5ccccc5)cc4)[C@H]3C2)c1	2	-63	-0.3	47
CCCC#Cc1ccc([C@@H]2[C@H](CO)N3C(=O)CN(C(=O)c4cccnc4)C[C@@H]23)cc1	-1	17	0.1	x
O=C(c1ccccc1F)N1CC(=O)N2[C@H](CO)[C@@H](c3ccc(C#Cc4ccc(F)cc4)cc3)[C@H]2C1	1	-43	-0.3	x
C[C@@H]1CCCCO[C@H](CN(C)C(=O)c2ccccc2)[C@@H](C)CN([C@H](C)CO)C(=O)c2cc(NS(=O)(=O)c3ccccc3)ccc2O1	x	37	0.2	-70

Later entries.
SMILES	C diff growth	Pf Dd2 inh	GASC1 inh	T cruzi growth
C[C@@H]1CN([C@@H](C)CO)C(=O)CCCn2cc(nn2)CO[C@@H]1CN(C)C(=O)CCCN(C)C	x	-17	2.4	-6
CO[C@@H]1CC[C@H]2CCOc3c(C#N)cccc3C(=O)N(C)C[C@H](C)C(=O)N(C)C[C@@H]1O2	x	16	0.7	16
O=C(NC1CCC1)[C@@H]1[C@@H](CO)[C@@H]2Cn3c(ccc(-c4ccc(F)cc4)c3=O)[C@H]1N2Cc1cocn1	2	12	0.8	x
COCC(=O)N1[C@H](CO)[C@@H](c2ccccc2)[C@H]1CNC(=O)c1ccccn1	-4	33	0.6	16
C[C@@H]1CN([C@@H](C)CO)C(=O)c2cc(NC(=O)Nc3ccc(F)cc3)ccc2O[C@H]1CN(C)S(=O)(=O)c1cn(C)cn1	-1	50	-3.2	34
CCCNC(=O)N[C@H]1C=C[C@H](CC(=O)NCCc2ccccc2)O[C@H]1CO	x	22	0.4	-29
CN(C)C(=O)C[C@@H]1CC[C@@H]2[C@@H](COc3ccc(NC(=O)C4CCCC4)cc3C(=O)N2C)O1	2	-11	1.6	x
COc1ccccc1NC(=O)N[C@H]1CC[C@@H](CCn2cc(C3(O)CCCC3)nn2)O[C@@H]1CO	x	-11	2.9	0
COc1ccc(C[C@@H]2CCn3cc(nn3)COC[C@@H](c3ccccc3)NC2=O)cc1	-4	x	-1.1	x
CC(C)NC(=O)N(C)C[C@@H]1Oc2ccc(NC(=O)Nc3ccc(C(F)(F)F)cc3)cc2C(=O)N([C@H](C)CO)C[C@H]1C	-2	2	-0.4	-31
COCC(=O)Nc1ccc2c(c1)OC[C@H](C)N(C(=O)c1ccccc1F)C[C@@H](C)[C@@H](OC)CN(C)C2=O	0	-5	2.9	17
C[C@H]1CN([C@@H](C)CO)C(=O)c2cc(NS(=O)(=O)c3ccc(Cl)cc3)ccc2O[C@@H]1CN(C)Cc1ccc(-c2ccccc2)cc1	22	48	-0.6	111*
O=C(C[C@H]1C[C@@H]2c3cc(NS(=O)(=O)c4ccc(F)cc4)ccc3O[C@@H]2[C@H](CO)O1)NCCc1ccccc1	-1	-8	4.6	x
C[C@H](CO)N1C[C@H](C)[C@@H](CN(C)S(=O)(=O)c2ccc(Cl)cc2)OCCCC[C@H](C)Oc2ccc(NC(=O)NC3CCCCC3)cc2C1=O	-1	x	-0.4	106*
C[C@H](CO)N1C[C@H](C)[C@H](CN(C)Cc2ccc(Cl)c(Cl)c2)OCCCC[C@H](C)Oc2ccc(NC(=O)c3ccccc3)cc2C1=O	26	9	1.1	x
Cc1ccc(S(=O)(=O)Nc2ccc3c(c2)CC(=O)N([C@H](C)CO)C[C@H](C)[C@@H](CN(C)Cc2ccc(Cl)c(Cl)c2)O3)cc1	49	-1	-0.1	64
CN(C)C(=O)[C@H]1[C@H](CO)[C@H]2Cn3c(ccc(-c4ccncc4)c3=O)[C@@H]1N2C(=O)NC1CCCC1	-1	13	-0.2	x
C[C@@H]1CN([C@@H](C)CO)C(=O)c2ccccc2-c2ccccc2CO[C@H]1CN(C)C(=O)Nc1cccc(F)c1	x	-83*	1.5	22
C[C@@H]1CN([C@@H](C)CO)C(=O)c2cc(NC(=O)CCCN(C)C)ccc2O[C@H]1CN(C)CC1CCCCC1	0	19	2.0	-19
COc1ccc(NC(=O)Nc2ccc3c(c2)C(=O)N([C@@H](C)CO)C[C@H](C)[C@@H](CN(C)C(=O)Nc2ccccc2)O3)cc1	0	12	-0.2	-1
COc1cccc(-c2ccc3c(c2)O[C@H](CN(C)Cc2cccnc2)[C@H](C)CN([C@@H](C)CO)S3(=O)=O)c1	-5	-8	-1.3	100*
CCC(=O)N1[C@H](CN(C)C(C)=O)[C@@H](c2ccc(C3=CCCC3)cc2)[C@@H]1CO	0	2	-0.2	-36
C/C=C/c1cnc2c(c1)C(=O)N([C@H](C)CO)C[C@H](C)[C@H](CN(C)Cc1ccncc1)O2	-11	41	-0.8	-13
COc1ccccc1-c1ccc2c(c1)O[C@@H](CN(C)C(=O)c1ccccc1)[C@@H](C)CN([C@@H](C)CO)S2(=O)=O	0	-59	1.4	37
CCCNC(=O)N1C[C@H]2[C@@H](c3ccccc31)[C@@H](CO)N2C(=O)C1CCOCC1	-5	22	-0.1	-17

5 compounds out of the list above, ordered by the number in C diff growth, highest first:
canonical_smiles | C diff growth
Cc1ccc(S(=O)(=O)Nc2ccc3c(c2)CC(=O)N([C@H](C)CO)C[C@H](C)[C@@H](CN(C)Cc2ccc(Cl)c(Cl)c2)O3)cc1 | 49
CN(C)C(=O)C[C@@H]1CC[C@@H]2[C@@H](COc3ccc(NC(=O)C4CCCC4)cc3C(=O)N2C)O1 | 2
C[C@@H]1CN([C@H](C)CO)C(=O)Cc2cc(NC(=O)NC3CCCCC3)ccc2O[C@H]1CN(C)S(=O)(=O)c1cn(C)cn1 | 1
CCCC#Cc1ccc([C@@H]2[C@H](CO)N3C(=O)CN(C(=O)c4cccnc4)C[C@@H]23)cc1 | -1
COc1ccc(C[C@@H]2CCn3cc(nn3)COC[C@@H](c3ccccc3)NC2=O)cc1 | -4

Later entries:
SMILES	C diff growth	Pf Dd2 inh	GASC1 inh	T cruzi growth
Cc1ccc(S(=O)(=O)Nc2cccc3c2O[C@@H](CN(C)Cc2ccc(C(=O)O)cc2)[C@@H](C)CN([C@H](C)CO)C3=O)cc1	1	14	1.9	0
CC(=O)N[C@@H]1CC[C@H](CC(=O)NCC2CCCCC2)O[C@@H]1CO	-1	-9	2.4	-20
C[C@@H]1CN([C@@H](C)CO)C(=O)Cc2cc(NC(=O)Nc3ccc4c(c3)OCO4)ccc2O[C@H]1CN(C)Cc1ccc(-c2ccccc2)cc1	4	-45	-0.8	65
Cc1noc(C)c1NC(=O)NCC[C@H]1CC[C@@H](NC(=O)c2ccc(F)cc2)[C@@H](CO)O1	x	25	-1.6	-30
C[C@@H]1CCCCO[C@@H](CN(C)Cc2ccncc2)[C@H](C)CN([C@@H](C)CO)C(=O)c2cc(NC(=O)Nc3cccc4ccccc34)ccc2O1	9	24	-0.6	106
C[C@@H]1CN([C@@H](C)CO)C(=O)c2cccc(NC(=O)c3ccc(-c4nccs4)cc3)c2O[C@@H]1CN(C)S(=O)(=O)c1ccc(F)cc1	-10	-25	-1.4	-72
COc1ccc(S(=O)(=O)N(C)C[C@@H]2OCCCC[C@H](C)Oc3ccc(NC(=O)Nc4cccc5ccccc45)cc3C(=O)N([C@@H](C)CO)C[C@H]2C)cc1	0	-89*	-2.4	18
O=C(Nc1ccccc1F)N1CCCCN2[C@@H](CO)[C@@H](c3ccc(-c4cccnc4)cc3)[C@@H]2C1	-10	-24	0.0	78
C[C@H](CO)N1C[C@H](C)[C@H](CN(C)Cc2ccc(Cl)c(Cl)c2)Oc2c(NS(C)(=O)=O)cccc2C1=O	11	-35	1.9	11
Cc1ccc(S(=O)(=O)N(C)C[C@H]2Oc3ccc(NC(=O)Cc4cn(C)c5ccccc45)cc3C(=O)N([C@H](C)CO)C[C@H]2C)cc1	-7	-28	-2.7	73
CC=Cc1ccc2n(c1=O)C[C@H]1[C@H](CO)[C@@H](C(=O)N[C@H](C)c3ccccc3)N(C)[C@@H]21 (mixture of isomers)	-2	24	2.2	-18
Cc1ccc(S(=O)(=O)Nc2ccc3c(c2)CC(=O)N([C@@H](C)CO)C[C@H](C)[C@H](CN(C)S(C)(=O)=O)O3)cc1	-1	28	0.4	6
COc1ccc(CN2[C@@H]3CN(C(=O)Nc4ccc(F)cc4)c4ccccc4[C@@H]3[C@@H]2CO)cc1	2	1	-2.1	46
COCC(=O)N1CCCCN2[C@H](C1)[C@H](c1ccc(-c3ccccc3)cc1)[C@@H]2CO	-8	33	2.6	6
Cc1noc(C)c1NC(=O)N(C)C[C@H]1Oc2ccc(NC(=O)Cc3ccccc3)cc2CC(=O)N([C@@H](C)CO)C[C@@H]1C	1	-68	0.5	35
O=C(NC1Cc2ccccc2C1)[C@@H]1[C@@H](CO)[C@@H]2Cn3c(cccc3=O)[C@@H]2N1C(=O)c1ccccn1	-1	-8	1.3	1
CCC(=O)NC[C@H]1[C@H](c2ccccc2)[C@@H](CO)N1C(=O)C1CCC1	5	11	-1.8	8

Some of these compounds in order of formula weight, high to low.
SMILES	C diff growth	Pf Dd2 inh	GASC1 inh	T cruzi growth
Cc1ccc(S(=O)(=O)N(C)C[C@H]2Oc3ccc(NC(=O)Cc4cn(C)c5ccccc45)cc3C(=O)N([C@H](C)CO)C[C@H]2C)cc1	-7	-28	-2.7	73
Cc1noc(C)c1NC(=O)N(C)C[C@H]1Oc2ccc(NC(=O)Cc3ccccc3)cc2CC(=O)N([C@@H](C)CO)C[C@@H]1C	1	-68	0.5	35
COc1ccc(CN2[C@@H]3CN(C(=O)Nc4ccc(F)cc4)c4ccccc4[C@@H]3[C@@H]2CO)cc1	2	1	-2.1	46

Bioassay records from PubChem.
